KDM5B inh – blocks human KDM5B histone demethylase activity; Q9UGL1; KDM5B demethylase, FDH-coupled NADH fluorescence (FDH is formaldehyde dehydrogenase); Potency, µM (top dose mostly 57.7 µM), without a hit: at the top dose activity change, negative = inhibition, hits mostly inhibitors; hit rate 2.6% among 220,000; AID 1347165; active = well fitted inhibition curve with a large enough effect; inconclusive = small, poorly fitted or top-dose-only effect; inactive = no such curve, though single readings can be large or run the other way; note: 0% is about no effect; nearly all actives have a fitted effect of over 70% in size
Target sequence (Q9UGL1 whole entry, looked up): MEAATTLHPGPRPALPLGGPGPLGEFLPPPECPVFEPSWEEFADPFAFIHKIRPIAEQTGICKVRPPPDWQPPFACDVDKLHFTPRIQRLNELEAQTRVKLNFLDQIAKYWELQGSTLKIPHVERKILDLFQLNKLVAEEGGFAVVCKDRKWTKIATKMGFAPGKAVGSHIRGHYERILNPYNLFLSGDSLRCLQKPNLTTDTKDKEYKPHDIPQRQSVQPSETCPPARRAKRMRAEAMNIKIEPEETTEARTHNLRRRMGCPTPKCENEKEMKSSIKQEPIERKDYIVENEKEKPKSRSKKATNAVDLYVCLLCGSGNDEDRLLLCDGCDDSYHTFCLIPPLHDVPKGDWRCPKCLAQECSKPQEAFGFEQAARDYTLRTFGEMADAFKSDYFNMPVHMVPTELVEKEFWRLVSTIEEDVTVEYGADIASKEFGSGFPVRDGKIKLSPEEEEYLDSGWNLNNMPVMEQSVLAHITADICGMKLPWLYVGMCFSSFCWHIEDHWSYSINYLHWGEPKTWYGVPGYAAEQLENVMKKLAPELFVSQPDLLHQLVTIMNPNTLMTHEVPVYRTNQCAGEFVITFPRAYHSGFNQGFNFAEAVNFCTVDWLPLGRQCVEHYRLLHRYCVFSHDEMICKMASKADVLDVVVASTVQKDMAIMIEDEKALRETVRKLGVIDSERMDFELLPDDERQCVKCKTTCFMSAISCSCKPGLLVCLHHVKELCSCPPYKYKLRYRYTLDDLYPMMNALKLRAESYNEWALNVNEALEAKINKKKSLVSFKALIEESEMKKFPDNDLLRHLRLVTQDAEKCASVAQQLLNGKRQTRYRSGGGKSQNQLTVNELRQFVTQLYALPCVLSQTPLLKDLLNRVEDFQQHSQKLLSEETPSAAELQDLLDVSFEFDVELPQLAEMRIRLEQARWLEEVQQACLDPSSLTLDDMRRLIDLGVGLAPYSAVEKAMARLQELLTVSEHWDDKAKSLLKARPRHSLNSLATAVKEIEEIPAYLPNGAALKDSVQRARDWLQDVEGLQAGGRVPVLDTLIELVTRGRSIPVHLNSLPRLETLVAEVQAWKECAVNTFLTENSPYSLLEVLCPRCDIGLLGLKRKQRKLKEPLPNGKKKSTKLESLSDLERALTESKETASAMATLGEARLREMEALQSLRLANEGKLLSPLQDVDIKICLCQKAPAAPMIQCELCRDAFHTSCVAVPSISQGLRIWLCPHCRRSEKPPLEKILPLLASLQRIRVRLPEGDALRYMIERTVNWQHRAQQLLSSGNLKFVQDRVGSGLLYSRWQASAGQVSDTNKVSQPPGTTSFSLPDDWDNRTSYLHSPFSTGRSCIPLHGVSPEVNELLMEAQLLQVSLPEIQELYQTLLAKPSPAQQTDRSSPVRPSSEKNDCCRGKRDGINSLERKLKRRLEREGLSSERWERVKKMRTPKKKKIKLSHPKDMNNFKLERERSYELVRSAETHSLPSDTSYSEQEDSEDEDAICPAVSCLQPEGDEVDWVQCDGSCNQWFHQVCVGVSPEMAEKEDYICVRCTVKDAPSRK
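KDM5BΔAP (200 nM final) in 50 mM HEPES pH 7.5, 0.01% Tween-20 was preincubated 10 min at RT with compound over a concentration range. Substrate mix (H3K4me3 12.5 µM, α-KG 25 µM, Fe²⁺, ascorbate, NAD⁺, FDH) was added, and NADH fluorescence change over 30 min gave dose-response curves.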
An asterisk follows results filed as active; ? = inconclusive; [ ] = remark or other dose. Potency is the fitted concentration of half-maximal effect.

SMILES	KDM5B inh
CC(=O)c1ccc(NC(=O)Cn2c(-c3ccc(Cl)cc3)nc(C)cc2=O)cc1	-22%
CCC(Oc1ccccc1)C(=O)N1CCN(Cc2cc(=O)n3nc(-c4cccc(C)c4)sc3n2)CC1 (stereo not given)	?
O=c1c2oc3ccccc3c2n(Cc2cccc(Cl)c2)c(=O)n1Cc1ccc2c(c1)OCO2	?
CCOc1ccccc1NC(=O)c1sc2nc(-c3ccc(OC)cc3)ccc2c1N	?
COc1ccccc1CN1CCC(CNC(=O)c2cnn(-c3ccc(C)c(C)c3)c2C2CCN(C(=O)OC(C)(C)C)CC2)CC1	?
Cc1ccc(CCNC(=O)c2cccn2-c2nnc(N3CCCCC3)s2)cc1	-23%
CN1CCCN(CC(=O)N2CCN(C)C3(CCNC(=O)CC3)C2)CC1 (stereo not given)	6%
CCN(C(=O)c1cc2c(=O)[nH]c3ccc(C)cc3c2s1)c1cccc(C)c1	8%
COc1ccc(NC(=O)Cn2cc(C(=O)c3cccs3)c3ccccc32)cc1	-10%
COc1cccc(CCC(=O)N2CCN(C(=O)c3nnn4c3COC(c3ccc(C)cc3)C4)CC2)c1 (stereo not given)	27%
OCC1(O)CCN(C2CCN(c3ccc4c(c3)OCO4)CC2)CC1	-25%
COc1ccc(NC(=O)Cn2cccc2-c2nc(-c3ccccc3)no2)cc1	20%
CC(C)c1nc2cc(C(=O)N3CCN(c4cnccn4)CC3)ccc2o1	6%
CCOc1ccc2ncc3c(-c4ccc(C)cc4)nn(-c4cccc(F)c4)c3c2c1	1%
O=C(CCCc1ccccc1)Nc1cc(C(F)(F)F)ccc1Cl	4%
Fc1ccccc1-c1ccc(-c2nn3c(-c4ccco4)nnc3s2)o1	?
CC(C)C(=O)Nc1ccc2nc(SCC(=O)N3CCCC3)sc2c1	-25%
Cc1ccc(NC(=O)N2CCCN(C(=O)OC(C)(C)C)CC2)cc1Cl	-5%
Cn1c(CN2CCCCC2)nnc1C1CCCN(C(=O)c2cocn2)C1 (stereo not given)	1%
Clc1cccc(-c2cnc([C@@H]3COCCN3Cc3cnc[nH]3)[nH]2)c1	35%[86.2 µM]
CC(C)C(=O)Nc1ccc(NC(=O)CCCC(=O)O)cc1	22%
Cn1cc(S(=O)(=O)c2ccccc2)c(=O)c2cc(F)c(N3CCN(c4ccc(F)cc4)CC3)cc21	-16%
COc1ccccc1NC(=O)N1CCN(Cc2nc3ccc(C)cc3o2)CC1	2%
Cc1ccc(C(=O)NCC(c2cccnc2)N2CCc3ccccc32)cc1C (stereo not given)	9%
Cc1cc(CNC(=O)C2CCC(=O)N(Cc3ccccc3F)C2)nn1C (stereo not given)	-1%

Quoted from the listing:
For KDM5B inh, Cc1ccc(CCNC(=O)c2cccn2-c2nnc(N3CCCCC3)s2)cc1 reads -23%
For KDM5B inh, OCC1(O)CCN(C2CCN(c3ccc4c(c3)OCO4)CC2)CC1 reads -25%

Next section.
SMILES	KDM5B inh
CC(C)=CCC1(CO)CCCN(C(=O)CCN2CCCCCC2=O)C1 (stereo not given)	0%
CSc1nc(=O)c2c(n1C)NC(=O)CC2c1ccc2c(c1)OCO2 (stereo not given)	11%
O=C(NCC1CCCO1)c1ccc([N+](=O)[O-])s1 (stereo not given)	-16%
Cn1cc(-c2ccc3c(n2)CN(Cc2ccc(C(F)(F)F)cc2)C(=O)CO3)cn1	-4%[86.2 µM]
NC(=O)C1CC(=O)N(c2ccc(OCC(=O)N3CCCC3)cc2)C1 (stereo not given)	-1%
Cc1ccc(-c2nc(CC(=O)NCc3ccc(Cl)cc3)cs2)o1	?
COc1ccc2c(c1)c(C(=O)OCCN(C)C)c(C)n2C	4%
COc1cccc(CNC(=O)Cn2c(=O)oc3cc(S(=O)(=O)N4CCCC4)ccc32)c1	-24%
CSCC(=O)N1CC[C@H](NC(=O)Nc2ccc(F)cc2F)[C@H]1C(=O)N(C)CC(N)=O	-4%[86.2 µM]
COc1ccc(C2=CC(c3c(F)cccc3Cl)n3nnnc3N2)cc1 (stereo not given)	-22%
COc1cc(C2CC(=O)Nc3c(-c4ccccc4)nsc32)c(OC)c2c1OCO2 (stereo not given)	-14%
CC1(c2ccccc2)N(Cc2ccccc2C#N)C(=O)OC12CCN(Cc1ccccc1F)CC2 (stereo not given)	-2%
CCOc1ccc(CN(C)C(=O)c2ccc(NC(=O)CC3SC(N4CCCC4)=NC3=O)cc2)cc1 (stereo not given)	-11%
O=C(NCCC1CCN(C(=O)Nc2ccc(F)cc2)CC1)c1cc(F)ccc1F	9%
O=C(CSc1nncn2c1cc1occc12)Nc1ccccc1C(F)(F)F	?
Cc1cc(=O)n2[nH]c(NCc3ccccc3F)nc2n1	6%
CC(=O)c1cc(Cl)cc(Cl)c1OCc1ccccc1	0%
COc1ccc(C=O)cc1CN1CCCN(Cc2ccc(Cl)cc2)S1(=O)=O	-4%
Cc1cc(C)cc(NC(=O)N2CCCC(Cn3cnc4cccnc43)C2)c1 (stereo not given)	14%
COC(=O)Cc1c(CSc2ccccc2)oc2ccc(O)c(CN(C)C)c12	10%
COc1cc(OC)c(NC(=O)c2csc(C)c2)cc1Cl	-10%
COC1CCOC2(CCN(S(=O)(=O)c3c(C)noc3C)CC2)C1 (stereo not given)	4%
COc1ccc(C2Cn3cnc(-c4nc(-c5ccc(SC)cc5)no4)c3CO2)cc1 (stereo not given)	?
COc1ccc(CN2CCC3(CC2)CC(c2cccnc2)=NO3)cc1	0%
Cc1ccsc1C(=O)N1CCN(c2cc(-c3ccc(Cl)cc3)[nH]n2)CC1	-5%
SMILES	KDM5B inh
CCCOc1ccc(CNC(=O)C2CCN(c3nn4c(=O)cc(C)nc4s3)CC2)cc1	-8%
Cc1c(Br)c([N+](=O)[O-])nn1C(C)C(=O)N1CCc2ccccc2C1 (stereo not given)	4%
CC(SCc1cccc(C#N)c1)C(=O)NC(C)(C)C (stereo not given)	-4%
O=C(CN1CCc2sccc2C1c1cccs1)Nc1cccc(F)c1 (stereo not given)	-5%
CCCCN(CCCC)C(=S)SCC(=O)n1c2ccccc2c2ccccc21	24%
COc1ccc(CCNC(=O)c2ccc(Cn3c(=O)c4ccccc4n(Cc4ccccc4Cl)c3=O)cc2)cc1OC	-16%
O=C(NCc1ccc(CN2CCCC2)cc1)c1cccc(Br)c1	1%
CCOC(=O)C1=C(C)N(C)C(=O)N(C)C1c1cccc(Br)c1 (stereo not given)	1%
Cc1ccc(NC(=O)c2nccnc2N)cc1I	?
Cc1ccc(C(C)NC(=O)CSc2nc(CN3CCOCC3)nc3ccccc23)cc1C (stereo not given)	11%
Cc1coc2c1c(C)cc1oc(=O)c(CC(=O)NCc3ccc(Cl)cc3)c(C)c12	-22%
C[N+]1(CC#Cc2ccc(C#CC[N+]3(C)CCCC3)cc2)CCCC1	2%
FC(F)(F)c1ccc(N2C3CCC2CN(CC2CCCC2)C3)cc1	-14%[149 µM]
N#Cc1cccc(C(=O)Nc2ccc([C@@H](O)[C@H]3COCC(=O)N3)cc2)c1	11%[86.2 µM]
CC(=O)Nc1ccc(C(=O)N2CCC3(CC2)CN(C)CCN3C)c(C)c1	7%
O=C(Nc1ccccc1)N(Cc1ccc(F)cc1)c1ccccn1	?
COc1cc2[nH]c(C(=O)Nc3ccc(F)cc3)cc2c(OC)c1OC	?
COC1CCC12CCN(C(=O)c1ccc(C#N)cc1)CC2 (stereo not given)	-17%
CCCCc1ccc(NC(=O)c2cc3c(=O)n4ccccc4nc3s2)cc1	?
COc1ccc(C(=O)Nc2cccc(OC(=O)c3ccco3)c2)cc1	14%
CN1C[C@H](O)C[C@H]1c1nnc2n1CCN(C(=O)c1ccco1)CC2	16%
CCC(CC)NC(=O)NC(C)c1ccccc1Br (stereo not given)	23%
CCN(CC)C(=O)c1ccc(Nc2nnc(-c3ccc(C)c(S(=O)(=O)NC)c3)c3ccccc23)cc1	?
O=C1CCN(C(=O)C2CCN(C(=O)CCc3ccccc3)CC2)CCCCCCN1	-16%
CCOc1ccc(NC(=O)CSC2=Nc3ccccc3C3=NC(CCC(=O)NCc4cccs4)C(=O)N23)cc1 (stereo not given)	2%

Rewritten with values ahead of the structure: entries from further up
KDM5B inh	compound
-22%	CC(=O)c1ccc(NC(=O)Cn2c(-c3ccc(Cl)cc3)nc(C)cc2=O)cc1
20%	COc1ccc(NC(=O)Cn2cccc2-c2nc(-c3ccccc3)no2)cc1
4%	Cc1c(Br)c([N+](=O)[O-])nn1C(C)C(=O)N1CCc2ccccc2C1 (stereo not given)

Next records.
SMILES	KDM5B inh
CCCCOc1ccc(C(=O)N2CCC[C@H]2c2nc(-c3ccc(C)cc3)no2)cc1	-27%
CN(C)C(=O)c1c(NC(=O)c2ccccc2F)sc2c1CCCC2	-4%
Cc1cc(F)ccc1NC(=O)C(C)n1c2ccccc2c2nc(=O)cc(C)n21 (stereo not given)	-39%
O=C(Cc1ccsc1)N1CC(c2nnc(-c3ccncc3)o2)C2(CCOCC2)C1 (stereo not given)	-9%
CCOc1ccccc1-n1nnc(-c2nc(-c3ccccc3C)no2)c1C	-5%
O=C(c1ccccc1Cl)N1CCCN(c2cc(-c3ccc(F)cc3)[nH]n2)CC1	?
O=C1NCCCCCN(S(=O)(=O)c2cccc(F)c2)[C@H]2CCCC[C@@H]12	11%
C#Cc1cccc(NC(=O)Cc2ccc(OC)cc2)c1	-4%
CN(C)C(=O)c1ccc2c(c1)n(Cc1ccc(F)cc1)c(=O)c1ccnn12	28µM*
O=C1NC2(CCN(C(=O)c3ccc(C(F)(F)F)cc3)CC2)Oc2ccccc21	11%
COC(=O)C1=C(C)NC(=O)CC1c1c(F)cccc1Cl (stereo not given)	7%
CCc1c(C)sc2c1c1nc(-c3cccnc3)nn1c(=O)n2CC(=O)N1CCOCC1	-14%
COc1cccc(CNC(=O)c2ccc3c(c2)nc2n3CCCCC2)c1OC	-7%
Cc1ccc2oc(C(=O)N(Cc3ccccc3)C3CCS(=O)(=O)C3)c(C)c2c1 (stereo not given)	-11%
COc1cc(OC)cc(C(=O)Nc2cccc(NC(=O)c3ccccc3)c2)c1	-24%
CC(C)c1nc2c(c(-c3ccc(Cl)cc3)n1)CCN(CC1CC1)CC2	-32%[115 µM]
O=C(Nc1ccc(F)cc1)C1CN(c2ccccc2)C(=O)N1 (stereo not given)	-7%[86.2 µM]
N#CC(/C(=N/S(=O)(=O)c1cccs1)c1ccccc1)c1ccccn1 (stereo not given)	11%
O=C(N[C@@H]1CN(c2ncccn2)C[C@H]1CO)c1ccncc1	?
C=CCNCc1ccc(Br)cc1	1%
CNC(=O)N1CCC(N2CC3CC(C2)[C@H]2CCCC(=O)N2C3)CC1 (stereo not given in full)	-9%
Cc1ccc(NC(=S)N(CCN2CCOCC2)Cc2cc3cc4c(cc3[nH]c2=O)OCCO4)cc1	?
CC(Sc1nc2ccccc2o1)C(=O)c1ccccc1 (stereo not given)	9%
N#Cc1ccccc1NC(=O)C(=O)NCC(c1cccnc1)N1CCN(c2ccccc2)CC1 (stereo not given)	-2%
O=C(C1=Cc2sc3c(c2CS1)CCCC3)N1CCC2(CC1)OCCO2	?

Reprinted at random: 3 records from the list
SMILES	KDM5B inh
Fc1ccccc1-c1ccc(-c2nn3c(-c4ccco4)nnc3s2)o1	?
O=C(Cc1ccsc1)N1CC(c2nnc(-c3ccncc3)o2)C2(CCOCC2)C1 (stereo not given)	-9%
N#Cc1ccccc1NC(=O)C(=O)NCC(c1cccnc1)N1CCN(c2ccccc2)CC1 (stereo not given)	-2%

Later entries:
SMILES	KDM5B inh
COc1ccc(NC(=O)c2ccc(S(=O)(=O)NCC3CCCO3)cc2)cc1 (stereo not given)	6%
CC(C)Cn1c(-c2ccc(F)cc2)cnc1SC(C)C(=O)NC(N)=O (stereo not given)	15%
N#Cc1ccccc1COC(=O)c1ccccc1C(=O)c1ccccc1	13%
Cc1nc(-c2ccc(S(=O)(=O)N3CCN(Cc4ccccc4)CC3)s2)cs1	-28%
COC[C@@H]1CN(C(=O)CCc2ccccc2OC)C[C@H]1c1nc(C)no1	28%
O=C1NC(=O)C(c2ccccn2)(C2CCN(C(=O)Cn3cnnn3)CC2)N1 (stereo not given)	12%
Cc1nnc([C@@H]2CC(F)(F)CN2C(=O)c2ccoc2C)o1	-3%
Cc1ccc(NC(=O)CCCc2c[nH]c3ccccc23)nc1	-8%
CC(=O)NC1(C)CCCN(Cc2ccc(Oc3ccccc3)cc2)C1 (stereo not given)	-15%[86.2 µM]
O=C(CCC1CCCC1)NCCC1CCN(C(=O)Nc2cccc(F)c2)CC1	10%
O=C(/C=C/c1cccs1)N1CCCCCC1	24%
COc1ccc(-c2nc3c(c(SCc4ccc(Br)cc4)n2)Cc2c(CO)cnc(C)c2O3)cc1	?
Cc1ccc(NC(=O)Nc2ccc(Cl)c(Cl)c2)nc1	20%
Cc1cc(CN(C)Cc2ccc(F)cc2)no1	-15%[86.2 µM]
N#Cc1nc(C2CC2)oc1N1CCN(CC(=O)NC(N)=O)CC1	25%
CCCC(=O)N1CCCCC1C(=O)O (stereo not given)	-7%

Some of these compounds in order of their number in KDM5B inh, rising.
SMILES	KDM5B inh
Cc1nc(-c2ccc(S(=O)(=O)N3CCN(Cc4ccccc4)CC3)s2)cs1	-28%
Cc1nnc([C@@H]2CC(F)(F)CN2C(=O)c2ccoc2C)o1	-3%
O=C1NC(=O)C(c2ccccn2)(C2CCN(C(=O)Cn3cnnn3)CC2)N1 (stereo not given)	12%
N#Cc1nc(C2CC2)oc1N1CCN(CC(=O)NC(N)=O)CC1	25%

Bioassay records from PubChem.

Some of the compounds tested; rates above refer to the full screens.
